Assay outcomes: PubChem, Broad Institute
IDH1 R132H inh: inhibitors of IDH1 R132H reductase, primary screen, biochemical, plate reader, single point; inhibition, % at 10 µM; actives 0.18% (n = 70,000); Isocitrate dehydrogenase [NADP] cytoplasmic (Homo sapiens), O75874; diaphorase/resazurin fluorescence, 60 min; AID 624101, 2012; in the data active means inhibition above about 34%;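 further: 0% = DMSO and 100% = no enzyme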
Target sequence (O75874 whole entry R132H): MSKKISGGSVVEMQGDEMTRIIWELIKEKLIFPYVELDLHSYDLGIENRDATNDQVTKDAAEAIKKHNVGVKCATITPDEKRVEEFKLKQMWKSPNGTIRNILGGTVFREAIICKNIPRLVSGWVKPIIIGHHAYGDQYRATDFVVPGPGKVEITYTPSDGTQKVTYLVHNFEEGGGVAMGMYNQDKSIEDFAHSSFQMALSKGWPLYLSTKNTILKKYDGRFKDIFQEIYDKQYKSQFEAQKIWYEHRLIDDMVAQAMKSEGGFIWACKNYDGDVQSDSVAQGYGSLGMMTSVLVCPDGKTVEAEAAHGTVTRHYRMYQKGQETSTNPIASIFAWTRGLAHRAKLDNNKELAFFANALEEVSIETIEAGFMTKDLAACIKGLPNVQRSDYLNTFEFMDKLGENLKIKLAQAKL
PRC2 inh: EZH2/PRC2 methyltransferase inhibitors, primary screen, biochemical, DELFIA time-resolved fluorescence, single point; Histone-lysine N-methyltransferase EZH2 (Homo sapiens), Q15910; PRC2 H3K27 methylation, DELFIA TRF, 1 h; inhibition, % at 12.5 µM; actives 0.35% (n = 57,000); AID 651548, 2012;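 active means mean inhibition of replicates at least 50% and every single replicate also reaching 50%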;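 further: dimethyl H3K27 on biotinylated H3 21-44 peptide detected by antibody; plate controls were median neutral control wells for no effect and median positive control wells for full effect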
Starred values were filed as active, the others as inactive; x = not tested or not shown. Not all compounds are listed; rates above refer to the full screens.

Order of values – PRC2 inh, IDH1 R132H inh
C[C@@H]1CN([C@@H](C)CO)C(=O)c2cc(NC(=O)Nc3ccc(F)cc3)ccc2O[C@@H](C)CCCCO[C@@H]1CN(C)C(=O)CCCN(C)C
→ x, 0.1
CCC(=O)N1C[C@H](C)[C@@H](OC)CN(C)C(=O)c2cc(NC(=O)c3cc(C)on3)ccc2OC[C@H]1C
→ -0.9, -0.1
COc1ccccc1NC(=O)N[C@@H]1CC[C@H](CCn2cc(-c3ccccc3)nn2)O[C@@H]1CO
→ 3.7, -0.3
CC(=O)CSc1nnc(-c2cccnc2)o1
→ -0.7, -0.7
C[C@H]1CN([C@@H](C)CO)C(=O)c2cccc(NC(=O)c3ccc(-c4nccs4)cc3)c2O[C@@H]1CN(C)C(=O)Nc1ccc(C(F)(F)F)cc1
→ x, -0.6
Cc1noc(C)c1S(=O)(=O)Nc1ccc2c(c1)C(=O)N([C@@H](C)CO)C[C@H](C)[C@H](CN(C)Cc1ccc3c(c1)OCO3)O2
→ x, -0.1
C[C@H](CO)N1C[C@H](C)[C@@H](CN(C)Cc2cncnc2)Oc2ncc(C#CC(C)(C)O)cc2C1=O
→ 10.4, 1.4
C[C@H]1CN([C@@H](C)CO)C(=O)c2cc(C#CCC3CCCC3)cnc2O[C@@H]1CN(C)S(=O)(=O)c1cccs1
→ 10.3, x
CO[C@H]1CN(C)C(=O)c2cc(NC(=O)Cc3ccccc3)ccc2OC[C@H](C)N(C(=O)c2ccccc2F)C[C@@H]1C
→ -7.8, 0.2
C[C@H](CO)N1C[C@H](C)[C@H](CN(C)CC2CC2)OCCCC[C@H](C)Oc2ccc(NC(=O)c3ccncc3)cc2C1=O
→ 2.6, x
C[C@H](CO)N1C[C@H](C)[C@H](CN(C)Cc2ccc(C(F)(F)F)cc2)Oc2ccc(NS(=O)(=O)c3ccc(Cl)cc3)cc2C1=O
→ x, 0.0
C[C@H](NC(=O)C[C@@H]1C[C@@H]2c3cc(NC(=O)NC4CCCC4)ccc3O[C@@H]2[C@H](CO)O1)c1ccccc1
→ 29.3, 0.0
C[C@@H]1CN([C@H](C)CO)C(=O)c2cc(C#Cc3ccccc3F)cnc2O[C@@H]1CN(C)C(=O)c1ccc2c(c1)OCO2
→ 2.7, x
CO[C@@H]1CN(C)C(=O)c2cc(NC(=O)C3CCCCC3)ccc2OC[C@@H](C)N(Cc2cccnc2)C[C@@H]1C
→ 1.6, 0.2
C[C@H]1CN([C@@H](C)CO)C(=O)c2cc(NC(=O)Nc3ccccc3)ccc2O[C@H]1CN(C)Cc1ccc2c(c1)OCO2
→ 0.2, 0.1
C[C@H]1CN([C@@H](C)CO)S(=O)(=O)c2ccc(C#Cc3cccc(F)c3)cc2O[C@@H]1CN(C)C(=O)CN1CCOCC1
→ -34.3, -1.6
Cc1ccc(S(=O)(=O)Nc2cccc3c2O[C@@H](CN(C)Cc2ccncc2)[C@@H](C)CN([C@H](C)CO)C3=O)cc1
→ -18.2, x
Cc1noc(C)c1NC(=O)Nc1ccc2c(c1)CC(=O)N([C@@H](C)CO)C[C@H](C)[C@H](CN(C)S(=O)(=O)c1ccc(Cl)cc1)O2
→ x, 1.1
COc1ccccc1S(=O)(=O)N[C@H]1CC[C@H](CCNC(=O)C2CCC2)O[C@H]1CO
→ 3.0, 0.3
CC(C)c1cn(CC[C@@H]2CC[C@H](N)[C@@H](CO)O2)nn1
→ 7.0, 0.9
O=C(CSc1nc2ccccc2c(=O)n1-c1ccc(Cl)cc1)Nc1cccc(Cl)c1
→ 20.7, -0.3
COc1ccc(CN(C)C[C@@H]2Oc3c(NS(=O)(=O)c4cn(C)cn4)cccc3C(=O)N([C@H](C)CO)C[C@@H]2C)cc1
→ 5.8, 1.3
CN(C)CC(=O)Nc1ccc2c(c1)[C@@H]1C[C@H](CC(=O)NC3CCCCC3)O[C@H](CO)[C@@H]1O2
→ 3.1, 0.2
C[C@@H]1CN([C@H](C)CO)C(=O)Cc2cc(NS(=O)(=O)c3cn(C)cn3)ccc2O[C@@H]1CN(C)CC1CCCCC1
→ 3.5, x
COc1ccc(S(=O)(=O)N(C)C[C@H]2Oc3ccc(NC(=O)NC(C)C)cc3C(=O)N([C@H](C)CO)C[C@@H]2C)cc1
→ x, 0.5
COC(=O)c1cc(NC(=O)CN(c2ccc(F)c(Cl)c2)S(C)(=O)=O)ccc1Cl
→ 24.5, -0.1
CO[C@@H]1CN(C)C(=O)c2cc(NC(=O)C3CC3)ccc2OC[C@@H](C)N(CC2CCCC2)C[C@@H]1C
→ -0.6, 0.0
C[C@H](CO)N1C[C@H](C)[C@@H](CN(C)C(=O)Nc2ccc(F)cc2)Oc2ccc(N(C)C)cc2C1=O
→ 1.9, -0.5
C[C@@H]1CN([C@@H](C)CO)S(=O)(=O)c2ccc(C#Cc3cccnc3)cc2O[C@@H]1CN(C)CC1CCOCC1
→ 4.3, -0.9
CO[C@H]1CN(C)C(=O)c2ccc(NC(C)=O)cc2OC[C@@H](C)N(CCc2ccccc2)C[C@@H]1C
→ 4.7, -0.1

Shown in markdown: two of the compounds above
| canonical_smiles | PRC2 inh | IDH1 R132H inh |
| --- | --- | --- |
| C[C@@H]1CN([C@@H](C)CO)C(=O)c2cc(NC(=O)Nc3ccc(F)cc3)ccc2O[C@@H](C)CCCCO[C@@H]1CN(C)C(=O)CCCN(C)C | x | 0.1 |
| CCC(=O)N1C[C@H](C)[C@@H](OC)CN(C)C(=O)c2cc(NC(=O)c3cc(C)on3)ccc2OC[C@H]1C | -0.9 | -0.1 |

Continued.
Order of values – PRC2 inh, IDH1 R132H inh
Cc1ccc(-c2ccc(CCC(=O)O)n2CC2CCCO2)cc1 (stereo unspecified)
→ 2.4, -0.1
CCCN(C)C[C@H]1Oc2cc(-c3ccccc3F)ccc2S(=O)(=O)N([C@H](C)CO)C[C@H]1C
→ -30.4, -0.2
COCC#Cc1cnc2c(c1)C(=O)N([C@@H](C)CO)C[C@@H](C)[C@H](CN(C)C(=O)c1cnccn1)O2
→ -3.3, 2.4
C[C@@H]1CN([C@@H](C)CO)C(=O)c2ccccc2-c2ccccc2CO[C@H]1CN(C)C(=O)c1ccncc1
→ -3.1, 2.6
Cc1cc(C)c(S(=O)(=O)N(CC(=O)Nc2ccc(C(N)=O)cc2)C2CCCCC2)c(C)c1
→ -15.0, 0.1
C[C@H]1CN([C@@H](C)CO)C(=O)CCCn2cc(nn2)CO[C@@H]1CN(C)C(=O)Nc1ccc(N2CCCCC2)cc1
→ 5.0, -10.9
CCO[C@@H]1OC(C(=O)NCc2ccccc2)=C[C@H](c2ccc(Br)cc2)[C@H]1CCCO
→ 5.4, x
C[C@@H]1CN([C@@H](C)CO)C(=O)c2cc(NC(=O)Nc3ccc(C(F)(F)F)cc3)ccc2O[C@@H](C)CCCCO[C@H]1CN(C)C(=O)Nc1cccc2ccccc12
→ x, -2.2
O=S(=O)(NCC[C@H]1CC[C@@H](NS(=O)(=O)c2cccc(Cl)c2)[C@@H](CO)O1)c1cccc(F)c1
→ 0.7, -0.1
C[C@H]1CN([C@@H](C)CO)C(=O)Cc2cc(NC(=O)c3ccncc3)ccc2O[C@H]1CN(C)Cc1ccccc1
→ 3.9, 2.5
CNC[C@H]1OCCCC[C@@H](C)Oc2ccc(NC(=O)C3CCCCC3)cc2C(=O)N([C@@H](C)CO)C[C@@H]1C
→ 1.5, 2.0
CCCC(=O)Nc1ccc2c(c1)C(=O)N(C)C[C@@H](OC)[C@@H](C)CN(CCc1ccccc1)[C@@H](C)CO2
→ -6.6, -0.2
C[C@H]1CN([C@@H](C)CO)C(=O)c2cccc(NC(=O)NC3CCCCC3)c2O[C@@H]1CN(C)Cc1ccc(C(F)(F)F)cc1
→ x, 1.3
COc1cc2c(cc1OC)CN(C(=O)[C@@H]1[C@H]3C(=O)O[C@H](c4ccccc4)[C@H](c4ccccc4)N3[C@H](c3ccccc3OCCO)[C@@]13C(=O)Nc1ccc(C#CCCO)cc13)CC2
→ -20.2, x
CN(C)Cc1cn(CC[C@@H]2CC[C@H](NS(=O)(=O)c3ccc(-c4ccccc4)cc3)[C@H](CO)O2)nn1
→ -20.8, 0.5
CC(Sc1ncnc2sc3c(c12)CCCC3)C(=O)Nc1cc(C(F)(F)F)ccc1Cl (stereo unspecified)
→ 13.9, 0.0
CC(=O)OCC(Cc1ccccc1)NC(=O)C(Cc1ccccc1)NC(=O)c1ccccc1 (stereo unspecified)
→ x, 0.1
C[C@@H]1CN([C@H](C)CO)C(=O)c2cc(NS(=O)(=O)c3cccs3)ccc2O[C@H]1CN(C)Cc1ccc(-c2ccccc2)cc1
→ 48.3, 3.7
NC(=O)C1(N2CCCCC2)CCN(CC(=O)Nc2ccc(Cl)cc2)CC1
→ 8.1, 0.5
C[C@H](CO)N1C[C@H](C)[C@@H](CN(C)CC2CC2)Oc2ccc(NC(=O)Nc3ccc4c(c3)OCO4)cc2CC1=O
→ -22.4, 0.8
COCC(=O)N(C)C[C@@H]1Oc2cc(C#CCN(C)C)ccc2S(=O)(=O)N([C@@H](C)CO)C[C@H]1C
→ -6.4, 0.3
C[C@@H](NC(=O)C[C@H]1CC[C@H](NC(=O)C2CCC2)[C@@H](CO)O1)c1ccccc1
→ -3.9, -0.8
COc1ccc(N(CC(=O)Nc2ccc(C)cc2C)S(C)(=O)=O)cc1
→ 14.8, 0.7
C=CC1c2cc(O)c(OC)cc2CCN1Cc1cc2c(cc1Br)OCO2 (stereo unspecified)
→ 0.0, x
COC(=O)c1cccc(NC(=O)COc2cc(C)ccc2C)c1
→ 0.1, -0.2
C=CCN(Cc1ccccc1)C(=O)[C@H]1N(Cc2ccc(OC)cc2)C(=O)[C@@H]2[C@@H](C(=O)O)C3C=CC21O3 (stereo partly specified)
→ 7.5, x
CCCC#Cc1ccc2c(c1)O[C@H](CN(C)C(=O)c1cccnc1)[C@H](C)CN([C@@H](C)CO)S2(=O)=O
→ -1.7, 0.0
C[C@H]1CN([C@@H](C)CO)C(=O)c2cccc(NC(=O)C3CCCCC3)c2O[C@H]1CN(C)C(=O)NC1CCCCC1
→ x, -4.8
C[C@@H]1CN([C@H](C)CO)C(=O)c2cc(NC(=O)Nc3ccc(C(F)(F)F)cc3)ccc2O[C@H]1CN(C)Cc1ccncc1
→ x, 3.4
CC(C)NC(=O)Nc1ccc2c(c1)CC(=O)N([C@@H](C)CO)C[C@H](C)[C@@H](CN(C)Cc1ccc(C(F)(F)F)cc1)O2
→ x, -0.2
C[C@@H]1CN([C@@H](C)CO)S(=O)(=O)c2ccc(C3=CCCCC3)cc2O[C@@H]1CN(C)Cc1cccc(C(=O)O)c1
→ 13.1, x
Cc1cc(C)c(S(=O)(=O)NC(CC(=O)O)c2ccccc2)cc1C (stereo unspecified)
→ 6.8, 0.0
CO[C@@H]1CN(C)C(=O)c2cc(NC(=O)C3CCCC3)ccc2OC[C@@H](C)N(C(=O)Nc2ccc(C(F)(F)F)cc2)C[C@H]1C
→ -9.7, -0.2
CNC[C@H]1OCCCC[C@@H](C)Oc2ccc(NC(=O)Nc3ccccc3)cc2C(=O)N([C@@H](C)CO)C[C@@H]1C
→ -4.0, 0.6
C[C@H](NC(=O)C[C@@H]1C[C@@H]2c3cc(NS(=O)(=O)c4ccc(F)cc4)ccc3O[C@@H]2[C@H](CO)O1)c1ccccc1
→ 6.5, -0.3
O=C(C[C@@H]1C[C@H]2c3cc(NC(=O)Nc4ccc(C(F)(F)F)cc4)ccc3O[C@H]2[C@@H](CO)O1)NCc1cc(F)ccc1F
→ -5.8, 0.0
O=C(CC1C(=O)NCCN1C(=O)Nc1ccccc1)Nc1cccc(C(F)(F)F)c1 (stereo unspecified)
→ 15.7, 0.8
Cc1ccc(S(=O)(=O)Nc2ccc3c(c2)CC(=O)N([C@@H](C)CO)C[C@@H](C)[C@@H](CN(C)C(=O)Nc2ccccc2)O3)cc1
→ -3.2, x
CCCNC(=O)N(C)C[C@@H]1Oc2cc(-c3cccnc3)ccc2S(=O)(=O)N([C@@H](C)CO)C[C@H]1C
→ -13.5, 0.2
COc1cc(C)c(C)cc1S(=O)(=O)N1CCCCC1c1cccnc1 (stereo unspecified)
→ x, -0.5
CC(=O)N(C)C[C@@H]1Oc2cc(-c3cccnc3)ccc2S(=O)(=O)N([C@@H](C)CO)C[C@H]1C
→ x, -1.1
CO[C@@H]1CN(C)C(=O)c2ccc(NC(=O)Nc3cccc(F)c3)cc2OC[C@@H](C)NC[C@@H]1C
→ -6.1, 0.1
C[C@H](CO)N1C[C@H](C)[C@H](CN(C)Cc2ccccc2)Oc2c(NC(=O)C3CCCCC3)cccc2C1=O
→ 19.3, 1.2
C[C@H]1CN([C@@H](C)CO)C(=O)c2cc(NC(=O)Cn3cnnn3)ccc2O[C@@H]1CN(C)S(=O)(=O)c1cn(C)cn1
→ x, 0.2

Entries of single compounds, quoted from the list. Screens in order: PRC2 inh, IDH1 R132H inh
Results for C[C@H]1CN([C@@H](C)CO)C(=O)c2cc(NC(=O)Cn3cnnn3)ccc2O[C@@H]1CN(C)S(=O)(=O)c1cn(C)cn1 : x, 0.2
Results for C[C@H](CO)N1C[C@H](C)[C@H](CN(C)Cc2ccccc2)Oc2c(NC(=O)C3CCCCC3)cccc2C1=O : 19.3, 1.2
Results for CC(=O)N(C)C[C@@H]1Oc2cc(-c3cccnc3)ccc2S(=O)(=O)N([C@@H](C)CO)C[C@H]1C : x, -1.1
Results for CO[C@@H]1CN(C)C(=O)c2ccc(NC(=O)Nc3cccc(F)c3)cc2OC[C@@H](C)NC[C@@H]1C : -6.1, 0.1
